# TAAR1 agonist: human TAAR1 agonists, primary screen, Fluo-8 calcium fluorescence, CHO RD-HGA16 cells; vehicle wells 0%, saturating PEA agonist 100%; 360,000 compounds, 0.99% hits; AID 624467, 2012; activation, % at 3 µM;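 active = activation above the mean activation of all test compounds in the run plus 3 SD, cut at about 38% in these data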
# Target sequence (Q96RJ0 whole entry, looked up): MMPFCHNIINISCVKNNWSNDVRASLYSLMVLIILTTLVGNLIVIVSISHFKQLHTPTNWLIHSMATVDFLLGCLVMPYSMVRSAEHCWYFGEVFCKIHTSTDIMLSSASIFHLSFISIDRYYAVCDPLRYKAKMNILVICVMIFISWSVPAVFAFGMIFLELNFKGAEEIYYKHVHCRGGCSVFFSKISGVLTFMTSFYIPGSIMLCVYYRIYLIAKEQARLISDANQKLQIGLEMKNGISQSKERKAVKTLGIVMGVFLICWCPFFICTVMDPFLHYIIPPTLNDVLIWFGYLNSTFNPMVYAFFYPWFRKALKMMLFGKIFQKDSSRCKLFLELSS
#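 System: CHO-derived RD-HGA16 cells with stable Gα16 and human TAAR1. Times: 17-24 h plating, Fluo-8 75 min 37 °C, 30 min RT. Measured by: calcium-sensitive Fluo-8 signal, excitation 470-495, emission 515-575 nm. Read-out basis: % activation relative to PEA EC100 response. Control set: DMSO and PEA EC100. Repeats: no replicates (n 1).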
# CHO parental Ca: ATP-evoked calcium signal inhibitors, parental CHO, primary screen, counter-screen for OX1R antagonist project, cell-based, fluorescence, Fluo-8 calcium dye | 330,000 compounds, 0.63% hits | parental CHO-K1, ATP-induced calcium, Fluo-8 fluorescence | inhibition, % at 5.6 µM;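 active = inhibition above that plate's mean sample inhibition plus 3 SD, cut at about 26% in these data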;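 note: 0% = ATP-challenged DMSO wells and 100% = DMSO wells without ATP; some compounds past the cut are filed as inactive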
#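 material = parental CHO cells | also added = ATP as calcium-mobilizing challenge | dosing = single point at 5.6 µM | detection = intracellular calcium via Fluo-8 no-wash fluorescent dye | read-out = % inhibition | benchmarks = low control ATP plus DMSO, high control DMSO only | repeats = one well per compound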
# TAAR1 antagonist: human TAAR1 antagonists, primary screen, Fluo-8 calcium fluorescence, CHO RD-HGA16 cells | Trace amine-associated receptor 1 (Homo sapiens), Q96RJ0 | antagonist | inhibition, % at 3 µM | 360,000 compounds, 1.5% hits | AID 624466, 2012;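 active = inhibition above a per-plate cutoff, the mean inhibition of test compounds on that plate plus 3 SD, cut at about 49% in these data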;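 note: 0% = DMSO plus EC80 beta-PEA response and 100% = DMSO alone without agonist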
#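 Test system – hTAAR1-expressing CHO RD-HGA16 cells, Gα16-coupled · Also added – β-PEA at EC80 concentration, post-compound challenge · Compound – 3 µM, single point · Incubation – dye loading 75 min at 37 °C, then 30 min room temperature · Measured by – Fluo-8 intracellular calcium dye fluorescence, real-time kinetic reads · Benchmarks – vehicle and agonist controls · Replicates – singlicate, one well per test compound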
# M1 antag: human M1 muscarinic receptor antagonists, primary screen, CHO-K1 cells, Fluo-8 calcium fluorescence, 1536-well. CHO-K1 hM1, ACh EC80 antagonist. AID 588852, 2011. Muscarinic acetylcholine receptor M1 (Homo sapiens), P11229. inhibition, % at 3 µM. 360,000 compounds, 1.3% hits;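 active = percent inhibition above its own plate's cutoff, namely the mean of that plate's compound wells plus 3 SD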;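 note: peak over basal fluorescence ratio during 140 s after agonist addition; 0% = ACh EC80 plus DMSO and 100% = DMSO alone without agonist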
# Target sequence (P11229 whole entry, looked up): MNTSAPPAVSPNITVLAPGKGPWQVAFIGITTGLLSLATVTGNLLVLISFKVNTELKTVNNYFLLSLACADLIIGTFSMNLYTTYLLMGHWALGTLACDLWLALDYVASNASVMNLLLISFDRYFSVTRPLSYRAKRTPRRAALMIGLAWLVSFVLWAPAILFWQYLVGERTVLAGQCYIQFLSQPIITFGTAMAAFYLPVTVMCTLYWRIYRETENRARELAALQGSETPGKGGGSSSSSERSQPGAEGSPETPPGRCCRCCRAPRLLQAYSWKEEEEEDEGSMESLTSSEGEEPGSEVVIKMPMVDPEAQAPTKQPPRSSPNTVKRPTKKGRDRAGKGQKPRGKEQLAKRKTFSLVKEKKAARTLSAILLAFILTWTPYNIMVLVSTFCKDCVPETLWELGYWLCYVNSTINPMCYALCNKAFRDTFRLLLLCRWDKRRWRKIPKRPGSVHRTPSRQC
# CHO-K1 Ca PAM: nonselective calcium activators in parental CHO-K1 cells, primary screen, counter-screen for M1 PAM project, cell-based, Fluo-8 calcium fluorescence, full deck, 1536-well. ATP EC20; 0% at ATP EC20, 100% at ATP max. activation, % at 3 µM. 360,000 compounds, 0.02% hits. AID 602247, 2012;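 active = activation above the run cutoff, the mean activation of all test compounds plus 3 SD, cut at about 40% in these data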;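 note: peak over basal fluorescence ratio in a 140 s read after ATP addition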
# CHO-K1 Ca ag: counter-screen for M1 agonists: effect in parental CHO-K1 cells; activation, % at 3 µM; AID 602248, 2012; Fluo-8 calcium fluorescence; scaled to maximal ATP response, vehicle zero; 360,000 compounds, 0.48% hits; in the data active = activation above about 15%;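 note: untransfected CHO-K1 host cells lacking M1 receptor as counterscreen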
# OXTR potentiator: human OXTR potentiators, primary screen, fluorescence, CHO-OTR cells, Fluo-8 calcium. 320,000 compounds, 0.061% hits. Oxytocin receptor (Homo sapiens), P30559. activation, % at 3 µM. Fluo-8 calcium fluorescence, potentiator mode; 0% = oxytocin EC15, 100% = EC100;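 active = activation above that plate's cutoff, the mean activation of tested compounds plus 3 SD, cut at about 6.6% in these data, passing the limit was not always enough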;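 note: 100% uses oxytocin at 75 nM as the full agonist control; some results filed as inactive read as strong as hits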
#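 Dosing: Single dose, 3.0 µM nominal final compound concentration | Material: Human OTR in CHO cells | Technique: Kinetic Fluo-8 calcium fluorescence | Benchmarks: EC15 oxytocin alone as 0%, 75 nM oxytocin as 100% | Probe or stimulus: Oxytocin at about EC15, sub-maximal agonist stimulus | Incubation: Compound 6 min at room temperature before oxytocin, 100 s read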
# CHRM1 agonist: human M1 muscarinic receptor agonists, primary screen, Fluo-8 calcium fluorescence, CHO-K1 cells, HTS. CHO-K1 hM1, agonist mode; 0% DMSO, 100% acetylcholine EC100. activation, % at 3 µM. 360,000 compounds, 0.33% hits. AID 588814, 2011;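 active = activation above the run's mean compound activation plus 3 SD, cut at about 16% in these data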;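 note: peak over basal fluorescence ratio within a 140 s kinetic read after compound addition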
# CHO-K1 Ca antag: nonselective inhibitor or artifact in parental CHO-K1 cells | ATP-induced calcium, Fluo-8 fluorescence | inhibition, % at 3 µM | 360,000 compounds, 0.6% hits;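 active = inhibition above a per-plate cutoff, the plate's mean sample inhibition plus 3 SD, cut at about 24% in these data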;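 note: 0% = DMSO plus EC80 ATP and 100% = DMSO alone without ATP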
# Active calls of the source: *; · = not tested or not shown.
SMILES,TAAR1 agonist,CHO parental Ca,TAAR1 antagonist,M1 antag,CHO-K1 Ca PAM,CHO-K1 Ca ag,OXTR potentiator,CHRM1 agonist,CHO-K1 Ca antag
O=C(C1=NN[C@@H]2C(=O)N(Cc3ccccc3)C(=O)[C@H]12)c1ccc([N+](=O)[O-])cc1,2,-14,4,-2,22,23*,-10,0,-7
CCOC(=O)N1CCN(C(=O)c2cccc(OC)c2O)CC1,6,7,-20,-4,-1,0.0,4,-7,3
COc1cnc(-c2ccccn2)nc1Oc1ccc(F)cc1F,6,-11,0,-5,22,3.2,-3,-14,-9
O=C(CCN1C(=O)C2C3C=CC(C3)C2C1=O)Nc1c(F)cc(F)cc1Br (configuration not stated),7,-8,-11,-20,13,0.4,-6,-3,-9
O=S(=O)(c1ccc(F)cc1)N1CCN(CC(O)COCc2cccs2)CC1 (configuration not stated),6,-11,-4,-4,2,0.1,-15,-3,4
Cc1oc(-c2cccs2)nc1CN1CCN(C2CCCC2)C(CCO)C1 (configuration not stated),0,-11,-7,4,7,-0.2,-13,-9,-13
Cc1sc(NC(=O)C2CCCO2)c(C(N)=O)c1C (configuration not stated),0,-4,-7,-13,21,0.3,-11,-3,-12
COc1ccc(-c2nnn(CC(=O)NCc3ccc4c(c3)OCO4)n2)cc1OC,4,-18,10,5,-5,0.2,-1,-3,-6
CC(C)CN(C(=O)Cn1nnc(-c2ccc(Cl)cc2)n1)C1CCS(=O)(=O)C1 (configuration not stated),2,·,-12,-3,4,0.8,·,-4,-16
CN(C)CCCNC(=O)c1cc(Br)ccc1Cl,8,-2,6,10,-6,-0.2,-5,-7,0
CC(C)CCn1c(S(=O)(=O)O)nc2ccccc21,13,-7,-9,-2,15,0.4,-3,-3,0
CC(C)c1onc(C(=O)Nc2cccnc2Cl)c1[N+](=O)[O-],6,-6,13,-10,13,0.5,-8,-5,-6
CNC(=O)C1(CC(C)C)C=CCN1C(C)=O (configuration not stated),3,-6,0,-13,7,1.0,0,-2,-4
CCOC(=O)COn1c(=O)c(-c2cc3ccccc3o2)[n+]([O-])c2ccccc21,3,3,-8,-1,8,1.1,-14,-2,6
CNCCC(Oc1ccccc1OC)c1ccccc1 (configuration not stated),6,-14,-14,-23,18,0.6,3,-6,-8

# Overlap with the part before: two compounds, followed by the next part.
SMILES,TAAR1 agonist,CHO parental Ca,TAAR1 antagonist,M1 antag,CHO-K1 Ca PAM,CHO-K1 Ca ag,OXTR potentiator,CHRM1 agonist,CHO-K1 Ca antag
CCOC(=O)COn1c(=O)c(-c2cc3ccccc3o2)[n+]([O-])c2ccccc21,3,3,-8,-1,8,1.1,-14,-2,6
CNCCC(Oc1ccccc1OC)c1ccccc1 (configuration not stated),6,-14,-14,-23,18,0.6,3,-6,-8
CCc1nc(SCC(N)=O)c2c(=O)n(C)c(=O)n(C)c2n1,2,0,-4,-8,-5,0.1,-2,-2,8
COc1ccc(CCNC(=O)CCNC(=O)c2ccccc2Cl)cc1,-1,-8,10,-6,8,0.1,-1,2,-5
CCOc1ccc(-n2c(O)c(/C=N/c3ccnn3Cc3ccncc3)c3ccccc3c2=O)cc1,0,-21,-12,-12,13,0.4,-1,-6,-4
COc1ccc(Cl)cc1NC(=O)CN1CCC(NC(=O)C2CC2)CC1,3,-9,-7,-17,7,0.4,-5,-3,7
COc1ccc(-c2csc(C3=C(O)CN(C(C)C)C3=N)n2)cc1OC,1,-10,9,1,0,0.0,-3,-3,2
O=C(C1=C[C@H](c2coc3ccccc3c2=O)C[C@H](OCCCCO)O1)N1CCN(Cc2ccc3c(c2)OCO3)CC1,4,-21,27,-5,8,1.0,-13,-9,-10
O=C(COC(=O)C1(c2cccc(F)c2)CCCC1)NCc1ccc2c(c1)OCO2,-1,-13,17,-3,2,4.3,-14,-7,3
CC(C)n1c(C(O)c2ccc3c(c2)OCO3)nc2ccccc21 (configuration not stated),14,-12,-5,2,15,1.9,-2,0,-24
O=CN1CCN(C(=O)c2cccc3c2-c2ccccc2C3=O)CC1,1,-6,-8,-5,5,10,-4,-1,3
COc1cccc(-c2cc(C(=O)N3CCN(c4ccccc4OC)CC3)no2)c1,-2,-18,3,1,17,1.1,-2,-2,-9
CC(=O)Nc1ccc(S(=O)(=O)NNC(=S)NCC2CCCO2)cc1 (configuration not stated),2,-4,-9,-11,23,1.2,-6,-1,-10
CCC(C)[C@@H](C(=O)Nc1ccc2c(c1)OCO2)N1Cc2ccccc2C1=O (some centres not stated),-3,-12,-41,1,-4,0.1,4,-3,12
Cc1ccc(OC(C)C(=O)Nc2ccc(S(=O)(=O)Nc3nccs3)cc2)cc1 (configuration not stated),16,7,17,-11,9,3.3,0,9,-4
O=C(O)C1CCCCC1C(=O)NCCCN1CCCC1=O (configuration not stated),8,7,-4,-16,-5,0.5,-12,-5,-6
O=C(CCc1nnc(CCCc2ccccc2)o1)NC(C1CC1)C1CC1,0,-9,-26,11,-9,0.0,1,-5,7
CCOC(=O)C1=C(C)NC(=O)NC1C (configuration not stated),9,-9,-13,3,-6,-0.2,0,-3,7
CC1=CC2=NC(=O)CC(C)(C(=O)N(CC(=O)NC(C)(C)C)Cc3ccccc3)N2C=C1 (configuration not stated),4,-1,-6,-4,30,0.8,-4,0,-18
O=S1(=O)CCOC[C@H](c2ccccc2)N1Cc1cccc(F)c1,11,-16,1,25,20,-0.3,-2,-3,-11
CCOc1ccc(Oc2ccc(NS(=O)(=O)c3cc(C(=O)O)ccc3Cl)cc2)cc1,0,12,-14,4,5,-0.2,-4,-1,-8
COc1ccc(CNc2c(CO)cnc3c2cnn3C)cc1,2,-3,-14,-2,13,0.1,-11,-1,-12
COc1ccc(C(=O)CCN2CCN(c3ccccc3OC)CC2)cc1,1,-21,-13,-6,3,0.6,0,-5,-9
Nc1c(C=C2C=CC(=O)C=C2)c(=O)nc2sc(CC(=O)N3CCCCC3)nn12,0,-10,-4,-8,-23,-0.4,-6,-2,9
C=CCn1c(SCc2ccc(C(=O)Nc3nccs3)cc2)nnc1-c1ccc(C)c(Cl)c1,8,3,65*,24,-6,8.6,-9,-3,21
CCc1c(C(=O)Nc2ccncc2)csc1C,27,-12,5,-4,12,9.6,-12,-3,-9
COC(=O)c1ccc2nc(-c3ccccc3)c(Cc3cccc(F)c3)n2c1,0,·,3,·,6,0.1,·,·,-7
CCCCCCCCCC(=O)OCC(O)CO (configuration not stated),0,-3,-29,-38,22,0.6,-9,0,-12
COc1ccc(OCCNS(=O)(=O)Cc2ccccc2)cc1,6,-4,-5,0,20,0.5,-5,-8,-4
COc1ccc(S(=O)(=O)N(C)c2ccc(C(=O)N3CCCCC3)cc2)cc1,2,-6,-12,-8,-1,5.0,-7,2,14
CCCCc1ccc(NC(=S)NCCc2ccc(F)cc2)cc1,22,1,31,4,-6,3.0,-10,-6,2
O=C(CSc1nnc(NC(=O)c2ccccc2)s1)NC1CCCC1,2,2,6,-12,-5,0.3,-14,2,-16

# Full records from above. Values in the order: TAAR1 agonist, CHO parental Ca, TAAR1 antagonist, M1 antag, CHO-K1 Ca PAM, CHO-K1 Ca ag, OXTR potentiator, CHRM1 agonist, CHO-K1 Ca antag
# COc1ccc(OCCNS(=O)(=O)Cc2ccccc2)cc1 is entered as 6, -4, -5, 0, 20, 0.5, -5, -8, -4
# COc1ccc(CCNC(=O)CCNC(=O)c2ccccc2Cl)cc1 is entered as -1, -8, 10, -6, 8, 0.1, -1, 2, -5
# CC(C)CN(C(=O)Cn1nnc(-c2ccc(Cl)cc2)n1)C1CCS(=O)(=O)C1 (configuration not stated) is entered as 2, ·, -12, -3, 4, 0.8, ·, -4, -16

# Continuation.
SMILES,TAAR1 agonist,CHO parental Ca,TAAR1 antagonist,M1 antag,CHO-K1 Ca PAM,CHO-K1 Ca ag,OXTR potentiator,CHRM1 agonist,CHO-K1 Ca antag
Cc1ccc(CNC(=O)/C=C/[C@H]2O[C@@H](n3cc(C)c(=O)[nH]c3=O)C[C@@H]2O)o1,1,·,-23,-23,7,1.0,·,-2,-11
CCC(C)c1cc(S(=O)(=O)N2CCOCC2)ccc1OC (configuration not stated),16,-16,2,-14,26,1.2,-4,-3,-12
O=C(O)c1cccc(N/N=C/c2cccnc2)c1,1,·,12,1,20,0.8,·,-3,-12
Cn1ncc(N2CCN(S(=O)(=O)c3ccc(Br)cc3)CC2)c(Cl)c1=O,2,10,-1,-11,3,-0.6,-9,-10,11
CC(c1ccccc1)N1C(=O)C2C3C=CC(C4CC34)C2C1=O (configuration not stated),2,-6,-1,13,-13,-0.2,2,-5,19
Cc1cc(-c2ccccc2)nc2cc(C(=O)N(Cc3ccccc3)Cc3ccccc3)nn12,-1,-17,13,17,18,1.8,-11,-3,-6
CCCNC(=O)CN1CCN(c2cc3ccccc3c(Cl)n2)CC1,4,-9,-12,-7,-7,1.5,-5,-4,-14
Nc1nnc(SCC(=O)N2CCN(Cc3ccccc3)CC2)s1,5,-7,5,0,-4,0.0,2,-3,3
C=CCC[C@@H](Cc1ccc(F)cc1)C(=O)OC[C@@H](C)NC(=O)[C@@H](CC=C)CC(=O)N[C@H](CO)Cc1ccccc1,21,-5,47,19,2,1.9,-8,-2,-2
Cc1nc(-c2cccc3ccccc23)ccc1C(=O)O,1,-6,0,-3,5,0.0,2,-1,-4
O=C1CC(c2cccs2)Sc2nc3ccccc3n21 (configuration not stated),3,9,2,-20,11,0.0,-11,-3,-3
CCN(C(=O)COC(=O)c1ccc(Cl)cc1N)C1CCCCC1,3,-5,-8,-1,8,1.3,-8,-3,-14
CC1CN(c2nnnn2-c2ccccc2)CC(C)O1 (configuration not stated),-3,-10,-13,-11,-7,0.3,-10,-1,16
COc1cccc(N2CCN(c3ncccn3)CC2)c1,2,-3,-1,8,5,1.3,-11,-2,-12
COc1ccc(CC(=O)Nc2nc3ccccc3[nH]2)cc1,0,-8,-22,-8,10,0.1,-1,-3,-7
O=C(Nc1ccc(NC(=O)c2ccc(Cl)cc2Cl)cc1)c1cccs1,7,-3,-5,-6,5,1.0,-6,-2,-10

# Screening data from PubChem BioAssay.
